Source: PubChem BioAssay (National Center for Advancing Translational Sciences (NCATS))
Anesthetic bind – candidate novel general anesthetic via apoferritin binding; Potency, µM (series often up to 77.5 µM), for inactives: at the top dose activity change, negative = displacement, usual class: inhibitors; AID 485281; apoferritin/1-aminoanthracene competitive binding, fluorescence; 350,000 tested, 0.074% active; P02791; note: potency is the fitted concentration of half-maximal effect; % is set by controls: 0 for no effect and ±100 for the full control effect; nearly all actives have a fitted effect of over 20% in size
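Read-out: endpoint 1-AMA fluorescence, excitation 380 nm and emission 535 nm, after compounds sit 10 min at room temperature with 10 uM horse-spleen apoferritin in 50% saturated 1-AMA/PBS. Values come from four-parameter Hill fits.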
POLI inh – blocks human DNA polymerase iota activity | AID 588590 | Pol iota fluorescent replication assay, 10 min | 390,000 tested, 1% active | Potency, µM (top dose mostly 115 µM), for the others: top-dose activity, negative = inhibition, hits mostly inhibitors | Q9UNA4; note: potency is the fitted concentration of half-maximal effect
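Fluorescent replication assay read twice, at 0 min and 10 min after adding 50 nM (final) substrate. Enzyme (10 nM) and compounds were first incubated 15 min at room temperature; enzyme-free buffer wells were negative controls.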
ERG Ets-DNA blk – ERG Ets/DNA interaction inhibition. Potency, µM (top dose mostly 76.9 µM), without a hit: top-dose FP activity, negative = inhibition, most hits filed as inhibitors. 370,000 tested, 0.028% active. fluorescence polarization, His-ERG Ets domain / labelled DNA. P11308; active = well fitted inhibition curve with a large enough effect in the polarisation, with a control signal flat; inconclusive = small, poorly fitted or top-dose-only effect, or effect the other way, or a change in a side signal; inactive = no such curve, though single readings can be large or run the other way; the % refers to the polarisation;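 note: polarization taken with two DNA probes labelled with fluorescein and Texas red; potency is the fitted concentration of half-maximal effect; % of control where 0% means no effect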
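His-tagged ERG Ets domain (1 uM in the protein solution; 300mM KCl, 50mM Tris-HCl, 1mM EDTA, 1mM DTT, pH 7.5) received compound, then a probe mix of 5 nM fluorescein-DNA and 100nM Texas-615-DNA. Fluorescence polarization was read for both dyes.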
TRHR agonist – activates the human TRH receptor. activation, % at 2 µM. TRHR cells, calcium flux fluo-8, FDSS agonist mode. 360,000 tested, 0.18% active; in the data active = activation above about 30%; note: 0% is about no effect
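Steps: seed TRHR cells overnight; add fluo-8 no-wash Ca dye, RT 30 min–1.5 h; record 10 s baseline; pin-transfer compounds; monitor fluorescence 1 cycle/s for the agonist window. Calcium increases flag candidate agonists.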
BLM helicase inh – blocks DNA unwinding by human BLM helicase; P54132; recombinant BLM DNA unwinding, fluorescence dequenching; Potency, µM (highest dose often 56.1 µM), for the others: at the highest dose activity change, negative = inhibition, most hits filed as inhibitors; 350,000 tested, 0.2% active; AID 2528;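 note: potency is the fitted concentration of half-maximal effect; plate controls were vehicle for no effect and no enzyme for full effect; nearly all actives have a fitted effect of over 35% in size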
POLK inh – inhibitors of human DNA polymerase kappa | Q9UBT6 | purified Pol kappa, fluorescent DNA synthesis assay, 10 min | Potency, µM (titrated, usually from 107 µM), inactives show at the highest dose activity, negative = inhibition, actives largely listed as inhibitors | 400,000 tested, 0.53% active | AID 588579; note: potency is the fitted concentration of half-maximal effect; % is set by controls: 0 for no effect and ±100 for the full control effect
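Pol kappa 10 nM + cpd, 15 min RT; start w/ substrate 50 nM final; fluorescence kinetic read, 0 and 10 min. Neg ctrl: buffer, no enzyme.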
POLB inh – DNA polymerase beta (human) inhibition; Pol beta primer extension/strand displacement, fluorescence kinetic; 340,000 tested, 1.3% active; Potency, µM (titrated, usually from 114 µM), inactives show at the top dose activity change, negative = inhibition, usual class: inhibitors; AID 485314; P06746; note: potency is the fitted concentration of half-maximal effect; % is set by controls: 0 for no effect and ±100 for the full control effect
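Curves were derived by four-parameter Hill fits of normalized qHTS data. The kinetic fluorescent primer-extension read was taken at 0 and 10 min after 50 nM substrate, following a 15 min room-temperature preincubation of 10 nM enzyme with compounds.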
APE1 inh – APE1 (human) endonuclease inhibition. P27695. recombinant APE1, TAMRA/BHQ-2 abasic DNA cleavage fluorescence. Potency, µM (doses to about 65.8 µM), inactives show at the highest dose activity change, negative = inhibition, hits mostly inhibitors. 350,000 tested, 0.35% active. AID 2517;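 note: potency is the fitted concentration of half-maximal effect; plate controls were vehicle for no effect and reference inhibitor for full effect; nearly all actives have a fitted effect of over 55% in size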
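Incision of a quenched TAMRA/BHQ-2 THF abasic-site duplex (50 nM) by 0.75 nM APE1, after 15 min compound preincubation, measured as fluorescence increase over three 60 s reads. Values normalized to buffer, DMSO and NSC13755 control wells.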
12-LOX inh – inhibitors of human 12S-lipoxygenase ALOX12; purified 12hLO, xylenol orange hydroperoxide absorbance; Potency, µM (series often up to 108 µM), for inactives: at the highest dose activity change, negative = inhibition, most hits filed as inhibitors; 580,000 tested, 1.1% active; note: potency is the fitted concentration of half-maximal effect; % is set by controls: 0 for no effect and ±100 for the full control effect
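Hydroperoxide product was detected by ferrous iron/xylenol orange as the 573 to 405 nm absorbance ratio. Arachidonic acid at 40 uM (final) was turned over for 30 min at room temperature by 150 nM human 12hLO, pH 7.0 Hepes buffer, after 15 min compound preincubation.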
Numbers without * were called inactive; ? = inconclusive; / = no result given; & = joins results of further samples; [ ] = dose if it differs, or a comment. Unless noted, calls come from the whole dose curve; as a rule, active = well fitted curve in the direction sought with a large enough effect; inconclusive = small, poorly fitted or top-dose-only effect, or another doubt; inactive = no such curve, though single readings can be large; an effect the other way counts as inactive or inconclusive.

molecule	BLM helicase inh	APE1 inh	POLI inh	POLK inh	Anesthetic bind	ERG Ets-DNA blk	TRHR agonist	12-LOX inh	POLB inh
Cc1cccc(-n2cc(-c3ccccc3)c3c(NN4CCOCC4)ncnc32)c1	-6%	-1%	2%	2%	-5%	7%	2.3	2%	-16%
CC(C)C(=O)OC/C(O)=C(\C#N)c1nc2ccccc2[nH]1	-5%	-5%	54%[activator]	0%	-14%	21%	1.6	-12%	-17%
O=C1CN(C(=O)c2cc(Br)c(Br)s2)c2ccccc2N1	-12%	-1%	-5%	-11%	?	1%	-0.2	-15%	2%
Cc1ccccc1NS(=O)(=O)c1nnc(NC(=O)c2ccco2)s1	-5%	/	4%	1%	-12%	0%	-0.3	-20%	11%
CC(C)CCNC(=O)Cc1ccc(Nc2nc(=S)[nH]c3ccccc23)cc1	-3%	-17%	82%[activator]	-14%	-12%	0%	0.1	-3%	2%
COc1ccccc1NC(=O)CCC(=O)OC(C)C(=O)c1ccccc1 (configuration not stated)	0%	-13%	113%[activator]	4%	-7%	12%	-1.2	-22%	60%
CC(=O)N1CCCN(Cc2cn(-c3ccc(C)cc3)nc2-c2ccc(F)cc2)CC1	-5%	7%	25%	-11%	-14%	-9%	-0.4	-7%	?
N#Cc1c(-c2ccccc2Cl)cc(-c2ccccc2)[nH]c1=S	-9%	8%	/	/	-4%	/	-0.2	/	?
CC(=O)Nc1ccc(SCCN2CCN(C)CCC2=O)cc1	-1%	0%	6%	-1%	3%	/	/	/	/
COc1cc(NC(=O)c2cccc3c2C(=O)N(C2CCCCC2)C3)cc(OC)c1OC	-20%&-12%	-27%	?	-44%&-36%	?	15%&-3%	-1.1&-0.1	42%&-12%[activator]	?
COc1ccc(N(CC(=O)NCCSc2ccccc2)S(=O)(=O)c2ccccc2)cc1	-10%	-9%	-6%	-6%	87%[activator]	-3%	1.3	-1%	22%
O=c1c(CCc2ccccc2)nc2cnc(Nc3ccccc3)nc2n1C[C@H]1CCCO1	-20%	-4%	/	-9%[60.1 µM]	/	/	/	37%[activator]	/
COC(=O)c1ccccc1NC(=O)CSc1nccn1C	2%	12%	3%	2%	1%	-4%	-0.8	484%[activator]	1%
CCCC(C)NC(C)C(=O)NC1CCCC1 (configuration not stated)	5%	3%	25%	6%	-5%	2%	0.5	22%	11%[57.1 µM]
CC1CCCCN1CCCNC(=O)CCCN1C(=O)c2cccnc2Sc2ccccc21 (configuration not stated)	2%	2%	26%	-4%	-1%	-1%	0.4	/	12%
O=C(Cn1nc(-c2ccc(N3CCOCC3)c([N+](=O)[O-])c2)c2ccccc2c1=O)N1CCCCC1	-13%	1%	14%	-17%	-18%	-1%	-0.5	-22%	14%
CC(C)(C)C(=O)CN1CCN(S(=O)(=O)c2ccc(F)cc2)CC1	-4%	-8%	17%	-11%	-13%	-1%	0.2	-9%	8%
CC(C)(C)c1ccc(S(=O)(=O)N2CCN(CC(=O)NC(=O)NC3CCCCC3)CC2)cc1	/	48%	70%[activator]	-5%	/	24%	1.1	-14%	/
CN(c1ccccc1)P(=O)(N(C)c1ccccc1)N(C)c1ccccc1	3%	4%	-27%	-20%	-14%	4%	-0.8	-1%	2%
Cn1c(=O)[nH]c(=O)c2c1nc(SCCN1CCOCC1)n2Cc1ccccc1	1%	-4%	-11%	1%	0%	-10%	-0.3	-7%	?
O=C(CN1C(=O)NC(Cc2ccccc2)C1=O)Nc1ccc(F)c(F)c1F (configuration not stated)	/	20%	25%	-14%	/	/	0.1	0%	/
COc1ccccc1C1C2CCCCC2(O)CCN1CC(=O)Nc1ccccc1 (configuration not stated)	0%	-6%	-27%	-1%	?	-4%	1.3	-1%	2%
Cn1c(=O)c2c(ncn2CC(=O)Nc2nnc(Cc3ccccc3)s2)n(C)c1=O	0%	14%	5%	-6%	-4%	7%	0.3	-11%	15%
C=CC[C@@H](CC(=O)N[C@H](CO)Cc1ccccc1)C(=O)NCCOC(=O)[C@@H](CC=C)Cc1ccc(F)cc1	/	-20%	17%	-11%	/	-2%	/	?	/
CC1(C)C2CCC1(CS(=O)(=O)N1CCC(C(=O)O)CC1)C(=O)C2 (configuration not stated)	2%	12%	25%	-2%	4%	-4%	0.4	-15%	31%
Cc1nc2scc(C)n2c(=O)c1S(=O)(=O)Nc1ccc(OC(F)(F)F)cc1	-5%	63%	44%[activator]	9%	?	10%	4.5	8%	-2%
O=C(CCCOc1ccc(Cl)cc1Cl)Nc1ccccn1	2%	-4%	75%[activator]	-12%	-18%	2%	0.0	?	0%
COc1ccc2nc(NC(=O)C3CSC4(C)CCC(=O)N34)sc2c1 (configuration not stated)	/	-11%	15%	-19%	/	-4%	-1.2	-13%	/
CCOC(=O)c1nnsc1C(OC)Oc1ccccc1 (configuration not stated)	/	/	64%[activator]	-9%	/	-1%	/	-12%	/
O=C(Nc1nnc(-c2ccco2)o1)c1cccc(Cl)c1	-2%	5%	12%	-6%	-10%	-8%	0.0	53%	-12%
COc1ccc(OC)c(CCNC(=O)CS(=O)(=O)Cc2nc(-c3ccccc3C)oc2C)c1	-11%	11%	5%	-17%	-5%	2%	0.1	0%	-15%
Cc1ccc(NC(=O)CCC(=O)NNC(=O)COc2ccccc2)c(C)c1	-6%	3%	5%	-13%	-8%	1%	-1.8	-10%	?
CC1CCN(C(=S)Nc2cccc(S(=O)(=O)N(C)C)c2)CC1	-1%	-5%	1%	1%	-16%	4%	0.1	3%	-1%
COc1ccc(-c2nc(CSCC(=O)NCCC3=CCCCC3)c(C)o2)cc1OC	-3%	1%	5%	0%	-20%	-3%	-0.7	46%[activator]	0%
CCN1CCN(C(=O)c2ccc3c(Cl)c4c(nc3c2)CCCC4)CC1	2%	78%[activator]	26%	1%	-16%	-1%	-0.5	-2%	-20%
CCOC(=O)c1c(-c2ccccc2)nc2cc(C)ccn12	0%	13%	20%	-5%	-9%	-15%	-0.4	-3%	31%
c1ccc(-c2cc(N3CCOCC3)nc3ccccc23)cc1	-4%	4%	-1%	-8%	104%[activator]	-3%	-0.3	?	-1%
COc1ccc([N+](=O)[O-])cc1COc1cc(C)cc2oc(=O)cc(-c3ccccc3)c12	-5%	-2%	2%	3%	-12%	13%	-0.3	12%	1%
Cc1cc(C(=O)COC(=O)c2ccc(Cl)c(S(N)(=O)=O)c2)c(C)n1C1CC1	/	0%	?	-19%	/	5%	0.0	-39%	/
CC1(C)c2ssc(=S)c2-c2ccccc2N1C(=O)CSC1=NCCS1	-5%	1%	3%	-16%	?	-1%	/	-14%	39%
O=C(COc1ccc(F)cc1)NC1CC(=O)N(c2ccc3c(c2)OCCO3)C1 (configuration not stated)	0%	/	7%	-1%[60.1 µM]	-18%	0%	-0.2	-14%	-15%
Cc1ncoc1C(=O)N1CCCC(C(=O)Nc2cccc(-c3ccc(F)cc3)c2)C1 (configuration not stated)	-1%	13%	14%	-6%	-13%	-8%	-0.1	4%	2%
CC1=C(c2ccc(C)c(C)c2)S(=O)(=O)N=C1N1CCC(C(=O)NCc2ccc(N(C)C)cc2)CC1	-11%	/	?	-12%	-16%	2%	-0.2	-22%	?
COc1ccc(NC(=O)CSCc2cc(=O)c3cc(Cl)ccc3[nH]2)cc1	-2%	/	13%	-12%[60.1 µM]	-5%	0%	0.4	?	5%
CCC/C=C1/CCCOC(C(=O)NCCN2CCOCC2)(C(F)(F)F)C1 (configuration not stated)	2%	10%	?	4%&3%	0%	-5%	/	0%	/
COc1ccc(C(CC(=O)NC(C)(C)C)n2cccc2)cc1 (configuration not stated)	0%	-3%	-13%	0%	-8%	-6%	-0.3	16%	45%
COc1ccc(-c2ccc(CCC(=O)O)n2NC(=O)c2cccs2)cc1	-2%	-6%	5%	-2%	1%	8%	-0.6	-6%	-18%
COc1ccc(C(=O)Nc2cccc(C(C)=O)c2)cc1OC	-2%	14%	-12%	-4%	-7%	-1%	1.6	-16%	22%
CCCCn1c(N)c(N(CCOC)C(=O)COc2ccc(Cl)cc2)c(=O)[nH]c1=O	-2%	-3%	9%	-9%	0%	-14%	0.7	0%	32%[activator]
CCC(C)c1ccc(O)c(NC(=O)c2cccnc2)c1 (configuration not stated)	-5%	1%	-4%	-6%	-8%	-6%	-0.1	0%	-15%
COc1ccc(C(=O)N2CCC3(CCN(Cc4cc(C(F)(F)F)cc(C(F)(F)F)c4)CC3)CC2)cc1	-13%	-1%	/	-18%[60.1 µM]	/	/	/	-29%[57.4 µM]	/
Cc1ccc2nc(NCCCO)[nH]c2c1	/	/	57%[activator]	-11%	/	-2%	/	-24%	/
CC1CCN(c2nc3ccc(C(=O)NC(C)C)cc3s2)CC1	-3%	/	17%	-17%	-9%	5%	-0.6	-17%	9%

Only part of the results is shown; rates above refer to the full screens.
